697 NFkB inh: inhibitors of the PMA/ionomycin-induced NF-kB reporter in 697 B cells; 330,000 tested, 0.33% active; 697 B-cell NF-kB luciferase reporter, 16 h; inhibition, % at 4 µM; AID 435022; in the data active = inhibition above about 35%
SENP8 inh: inhibitors of human SENP8 protease. inhibition, % at 10 µM. purified SENP8, Z-RLRGG-aminoluciferin cleavage, luminescence. Q96LD8. 330,000 tested, 1.2% active. AID 2540
Gli-Sufu antag: antagonists of Gli-Sufu signaling. Sufu-KO-LIGHT fibroblasts, Gli luciferase reporter luminescence. inhibition, % at 5 µM. 340,000 tested, 0.74% active. AID 588413;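 active = inhibition above about 55%, limit read from the data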;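 note: 0% = DMSO-treated cells and 100% = wells with medium but no cells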
HKDC1 inhibitor: inhibitors of human hexokinase HKDC1. Q2TB90. recombinant HKDC1, G6PDH/diaphorase resazurin coupled fluorescence. inhibition, % at 20 µM. 340,000 tested, 0.16% active;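 active = inhibition above about 35% when tested at 20 µM, limit read from the data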;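 note: plate controls were DMSO wells with enzyme for no effect and DMSO wells lacking enzyme for full effect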
Target sequence (Q2TB90 whole entry, looked up): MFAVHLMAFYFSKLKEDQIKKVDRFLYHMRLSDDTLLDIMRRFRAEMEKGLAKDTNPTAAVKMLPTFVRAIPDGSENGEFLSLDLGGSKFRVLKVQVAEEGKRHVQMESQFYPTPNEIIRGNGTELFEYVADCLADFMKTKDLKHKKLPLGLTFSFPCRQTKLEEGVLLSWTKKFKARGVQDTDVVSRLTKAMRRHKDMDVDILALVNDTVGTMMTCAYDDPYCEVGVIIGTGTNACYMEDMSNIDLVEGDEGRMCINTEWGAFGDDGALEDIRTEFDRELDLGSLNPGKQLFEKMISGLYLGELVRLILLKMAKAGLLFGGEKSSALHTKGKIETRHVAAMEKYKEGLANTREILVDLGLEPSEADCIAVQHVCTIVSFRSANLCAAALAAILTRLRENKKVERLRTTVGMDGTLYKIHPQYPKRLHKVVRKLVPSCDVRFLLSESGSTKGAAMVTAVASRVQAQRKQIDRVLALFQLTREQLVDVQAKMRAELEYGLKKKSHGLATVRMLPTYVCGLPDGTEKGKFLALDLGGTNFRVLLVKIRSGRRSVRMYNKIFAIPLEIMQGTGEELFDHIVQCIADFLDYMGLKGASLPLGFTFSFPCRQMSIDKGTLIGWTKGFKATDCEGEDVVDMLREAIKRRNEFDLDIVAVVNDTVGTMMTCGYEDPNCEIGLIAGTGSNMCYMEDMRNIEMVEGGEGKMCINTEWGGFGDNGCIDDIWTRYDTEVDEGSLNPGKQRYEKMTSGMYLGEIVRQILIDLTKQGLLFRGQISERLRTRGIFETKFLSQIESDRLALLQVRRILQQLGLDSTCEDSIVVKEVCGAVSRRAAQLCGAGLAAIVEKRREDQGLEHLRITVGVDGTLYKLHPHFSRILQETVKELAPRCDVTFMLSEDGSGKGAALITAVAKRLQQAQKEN
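System: Recombinant HKDC1 hexokinase | Amount: HKDC1 at 5 µg/mL | Reagent: Glucose with 1 mM ATP | Doses: Single 20 µM dose | Incubation: Reaction time 90 min, room temperature, protected from light | Signal: Coupled resazurin fluorescence, excitation 525 nm, emission 613 nm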
Jurkat NFkB inh: inhibitors of the PMA/ionomycin-induced NF-kB reporter in Jurkat cells; PMA/ionomycin-induced NF-kB luciferase reporter, luminescence; inhibition, % at 4 µM; 330,000 tested, 0.53% active; AID 435003
SENP7 block: SENP7 protease inhibition. 330,000 tested, 1.5% active. AID 434973. Q9BQF6. recombinant SENP7, Z-RLRGG-aminoluciferin luminescence, 40 min. inhibition, % at 5 µM;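 active = inhibition above about 50% at the single test dose, limit read from the data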;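 note: plate controls were DMSO with enzyme for no effect and no enzyme buffer wells for full effect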
Apaf-1 inh: inhibitors of human Apaf-1 apoptosome. O14727. reconstituted apoptosome caspase-3 activity, DEVD-Rh110 fluorescence. inhibition, % at 20 µM. 330,000 tested, 0.71% active. AID 489030; active = inhibition of at least 40% at 20 µM;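 note: plate controls were DMSO wells for no effect and DEVD-CHO caspase inhibitor wells for full effect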
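Material: cell-free apoptosome with Apaf-1, procaspase-3 and caspase-9; Buffer or medium: Hepes pH 7.5 with detergent and BSA; Reagent: cytochrome c trigger plus (Z-DEVD)2-Rh110 caspase-3 substrate; Times: compound with Apaf-1, dATP, procaspase-3 30 min, then 50 min reaction, room temperature; Technique: Rh110 fluorescence intensity.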
UBC13 polyUb: inhibitors of human UBC13 polyubiquitin chain formation; P61088; TR-FRET; inhibition, % at 20 µM; 330,000 tested, 0.47% active; AID 485273; in the data active = inhibition above about 45%, passing the limit was not always enough
Target sequence (P61088 whole entry, looked up): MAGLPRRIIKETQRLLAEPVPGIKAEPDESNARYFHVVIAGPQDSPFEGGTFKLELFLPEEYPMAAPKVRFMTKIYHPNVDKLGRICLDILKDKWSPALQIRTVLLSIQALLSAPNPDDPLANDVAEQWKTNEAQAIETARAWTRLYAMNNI
Starred values were filed as active, the others as inactive; / = no result given. Cut-off read from the data, not from the text of the source, unless noted: active = inhibition above about 50%; inactive = the rest. Rows were taken by chance; any-hit rate near 3.6%.

Preview, two compounds:
SMILES	697 NFkB inh	SENP8 inh	Gli-Sufu antag	HKDC1 inhibitor	Jurkat NFkB inh	SENP7 block	Apaf-1 inh	UBC13 polyUb
Cc1cccc([C@@H]2[C@@H]3C(=O)N(C)C(=O)[C@@H]3[C@@H]3C(=O)Nc4ccccc4C(=O)N23)c1	16	-7	-11	0	30	4	1	0
CC(=O)c1ccc(Oc2ccc(C(C)=O)cc2)cc1	-44	1	-66	-3	-44	2	6	2

The whole of this part, previewed entries included:
SMILES	697 NFkB inh	SENP8 inh	Gli-Sufu antag	HKDC1 inhibitor	Jurkat NFkB inh	SENP7 block	Apaf-1 inh	UBC13 polyUb
Cc1cccc([C@@H]2[C@@H]3C(=O)N(C)C(=O)[C@@H]3[C@@H]3C(=O)Nc4ccccc4C(=O)N23)c1	16	-7	-11	0	30	4	1	0
CC(=O)c1ccc(Oc2ccc(C(C)=O)cc2)cc1	-44	1	-66	-3	-44	2	6	2
Cc1ccc(S(=O)(=O)c2ccc(Oc3ccccc3)cc2)cc1	0	1	7	1	17	-3	-4	5
N#Cc1ccc(-c2ccccc2)nc1SCC(=O)c1cc2ccccc2oc1=O	-36	-1	-2	-5	-38	-7	16	-16
CC1=C(C#N)C(c2cccnc2)C2=C(CCCC2=O)N1 (centres undefined)	5	-6	1	-7	-12	-4	7	2
O=C(N/N=C/c1ccco1)c1cc(-c2ccc(Cl)s2)[nH]n1	-9	-13	-5	-2	6	-6	19	-17
COc1ccc(C(=O)N(Cc2ccc(N(C)C)cc2)C2CCS(=O)(=O)C2)cc1 (centres undefined)	-15	4	-2	10	-11	7	12	-11
CC1(C)C=Cc2c(c3ccccc3[nH]c2=O)O1	10	-1	-4	-4	3	-4	8	-4
COCc1cc(CN2CCCC2)c(O)c2ncccc12	-21	1	4	-10	18	12	-10	-15
COCCCNC(=S)N1CCN(C)CC1	-2	0	-4	5	-4	-1	-3	10
S=c1[nH]nc(-c2ccco2)n1/N=C/c1ccccn1	5	-2	/	/	-2	4	11	-3
COCCCNC(=O)c1ccc(N(C)S(C)(=O)=O)cc1	17	6	-2	-7	-11	0	-11	3
O=Cc1ccc(OCC(=O)N2CCc3ccccc32)c(Br)c1	-67	-7	-30	9	-111	6	18	-8
O=P(COCCO)(c1ccccc1)c1ccccc1	16	-3	-4	-6	8	-4	5	-4
CC1CN(C(=O)Nc2ccc(F)cc2F)CC(C)O1 (centres undefined)	5	0	3	1	-22	-7	-10	6
O=C(NCc1ccco1)c1cc2c(s1)CCCCC2	-14	-20	-38	-2	-43	-15	0	-2
Clc1ccc2nc(-c3ccncc3)cc(-c3ccccc3)c2c1	21	-9	-2	-1	3	-6	20	-12
Brc1ccc(CSc2nnc(-c3ccccn3)n2Cc2ccco2)cc1	-32	-2	-3	-7	42	0	29	-5
Nc1c(C(=O)Nc2ccc3c(c2)OCCO3)nnn1Cc1ccccc1Cl	-73	-8	-73	-1	-60	-4	11	3
CCN=C(NCC)SC1CC(=O)N(c2cccc(OC)c2)C1=O (centres undefined)	4	-3	19	-10	12	0	-16	2
CC(C)(C)CN1CCNC(=O)C1CC(=O)NCCc1ccccc1F (centres undefined)	-3	-3	-7	-9	-10	4	10	7
CCN(CC)CC(=O)Nc1ccc2c(c1)N(C(=O)CN(CC)CC)c1ccccc1CC2	19	4	8	18	-7	7	11	3
CCn1cc(C(=O)N2CCCc3ccccc32)c2cc(OC)c(OC)cc2c1=O	19	-3	23	4	4	-1	4	4
Cc1ccc(C)n1-c1nn(S(=O)(=O)c2cccc(C(F)(F)F)c2)c2cccc(F)c12	15	0	8	4	11	-3	6	-2
COc1ccc(N2CCN(C(=O)c3ccc4c(c3)OCO4)CC2)cc1	-7	0	5	4	22	0	-5	4

Full records, looked up by structure. Order of screens: 697 NFkB inh	SENP8 inh	Gli-Sufu antag	HKDC1 inhibitor	Jurkat NFkB inh	SENP7 block	Apaf-1 inh	UBC13 polyUb
Record of `CC1=C(C#N)C(c2cccnc2)C2=C(CCCC2=O)N1` (centres undefined) = 5	-6	1	-7	-12	-4	7	2
Record of `COCCCNC(=O)c1ccc(N(C)S(C)(=O)=O)cc1` = 17	6	-2	-7	-11	0	-11	3

Additional entries
SMILES	697 NFkB inh	SENP8 inh	Gli-Sufu antag	HKDC1 inhibitor	Jurkat NFkB inh	SENP7 block	Apaf-1 inh	UBC13 polyUb
Cc1cc(C(F)(F)F)cc(NNC(=O)NC(=O)c2ccc(Cl)cc2)n1	8	-2	4	-1	0	-6	-16	-3
CC(=O)c1ccc(S(=O)(=O)Nc2ccccc2C(=O)NC2CC2)cc1	15	4	-3	0	10	-7	-6	10
CN(C(=O)c1cccc(Br)c1)C1CCS(=O)(=O)C1 (centres undefined)	-15	-4	0	-4	-4	-5	2	-3
CCc1ccc(S(=O)(=O)NCc2cn3cccc(C)c3n2)s1	-10	0	12	-6	4	7	-4	3
CCc1ccc(Nc2nnc(SCn3nnc4ccccc4c3=O)s2)cc1	-22	-5	-1	-6	-9	-7	21	-1
CC(=O)NNC(=O)CSc1nnc(-c2ccccc2)c(-c2ccccc2)n1	-31	-9	2	10	-21	-16	0	-17
CCOC(=O)c1cn(Cc2ccccc2)c2cc(C)nn2c1=O	10	-7	2	-6	-5	2	3	8
CCCCn1c(N)c(N(CCOC)C(=O)c2oc3ccc(OC)cc3c2C)c(=O)[nH]c1=O	14	-2	4	4	7	-6	-7	0
CCN(CC)c1ccc(C(=O)N/N=C(\C)c2cccc(OC)c2)cc1	0	-14	-3	1	-9	-5	7	3
Cc1oc(/N=C/c2cccc([N+](=O)[O-])c2)c(C#N)c1C	-2	0	0	-7	-5	-7	-12	-4
O=[N+]([O-])c1ccc(Cl)c(S(=O)(=O)/N=C(/Nc2cccnc2)c2ccccc2)c1	11	3	5	-6	4	3	-1	3
CC1Cc2ccccc2N1C(=O)CN1CCC(C(N)=O)CC1 (centres undefined)	19	5	-2	-11	15	-1	-2	9
COc1ccc(-c2[nH]ncc2N=Nc2ccccc2)cc1	-68	-7	2	-9	-5	1	27	24
CC(C)Cn1c(=O)c2sccc2n2c(CCCC(=O)N3CCC(N4CCCCC4)CC3)nnc12	9	3	2	-3	16	0	-1	-10
Cc1ccc(S(=O)(=O)Nc2ccc(C(=O)N3CCCC3)cc2)cc1	12	7	-5	-1	4	0	-9	-4
Nc1nc2nc(-c3ccccc3)cc(=O)n2[nH]1	-3	-15	4	-1	-1	-3	-1	3
CCN(CC)C(=O)CSc1nnc(-c2ccccc2)n1-c1ccccc1	14	-3	3	-3	-1	7	0	-1
CC1CCCN(C(=O)CCS(=O)(=O)c2ccc3c(c2)n(C)c(=O)c(=O)n3C)C1 (centres undefined)	17	11	-3	-4	8	-2	-1	-6
COc1ccc(C(C(=O)NC2CCCC2)N(C(=O)c2ccco2)c2ccc3c(c2)OCO3)cc1OC (centres undefined)	-34	0	1	-3	-22	-11	-4	-7
CN(CC(=O)Nc1ccc(Cl)cc1)C(=O)c1ccc(S(=O)(=O)Nc2ccccc2)cc1	2	-14	3	-1	-3	-5	19	4
COc1cccc(-c2nn(-c3ccccc3)cc2C(=O)NCC(=O)O)c1	6	-8	-2	-1	3	-4	0	-12
O=C(CN1CCN(S(=O)(=O)c2ccccc2C(F)(F)F)CC1)NCc1cccs1	5	-9	-3	-5	12	-10	5	0
Cc1ccc(CN2CCCN(Cc3cc(C)ccc3C)S2(=O)=O)cc1	-5	0	-5	-1	-27	-2	13	5
O=C1OC(Nc2ccc3c(c2)OCO3)c2ccccc21 (centres undefined)	3	12	-14	-1	19	7	-3	-5
Cc1ccc(NC(=O)CCC(=O)c2ccc(F)cc2)cc1Cl	-5	-1	6	-6	0	-10	12	-4
(next part)
SMILES	697 NFkB inh	SENP8 inh	Gli-Sufu antag	HKDC1 inhibitor	Jurkat NFkB inh	SENP7 block	Apaf-1 inh	UBC13 polyUb
COc1ccc2[nH]c(=O)c(CN(C(=O)c3cccnc3)c3ccc(C)cc3)cc2c1	15	1	83*	-4	8	1	2	-4
CCCCCCOC(=O)CCn1[nH]c(=O)c2ccccc2c1=O	-10	-1	-3	0	9	-7	-1	6
COc1ccccc1N1CCN(C(=O)COc2ccc(S(=O)(=O)NC(C)C)cc2)CC1	-3	-11	-6	5	-3	-5	8	2
CCNC(=O)C1CCCc2c1[nH]c1ccc(Cl)cc21 (centres undefined)	11	-1	7	-6	-8	-4	-1	6
Cc1ccc(NC(=S)N(CCN(C)C)Cc2cc3cccc(C)c3[nH]c2=O)cc1	-12	-13	11	-6	-5	-3	1	-11
Cc1cc(NS(=O)(=O)c2ccc(NC(=O)CCCOc3cccc(C)c3C)cc2)no1	7	17	7	-7	17	1	7	-11
O=C(Nc1ccc(-n2nncc2-c2ccco2)cc1)c1ccc(F)cc1	-5	-11	6	-6	-2	-11	3	-6
CCCCCC(=O)N1CCCC(c2nc(-c3ccc(OC)cc3)no2)C1 (centres undefined)	-23	-1	0	0	-16	-1	19	8
CC(OC(=O)C1CSC2(C)CCC(=O)N12)C(=O)Nc1cccc(C#N)c1 (centres undefined)	11	-3	-2	-18	-2	-3	-1	0
CC(C)(C)c1ccc(-n2nc(C(N)=O)c(O)cc2=O)cc1	-13	-8	48	10	-38	-9	7	-8
Cc1c(NS(=O)(=O)c2ccc(Cl)c(C(=O)OCC(=O)NCc3ccco3)c2)c(=O)n(-c2ccccc2)n1C	-31	5	3	0	-5	4	-1	-12
CCOC(=O)c1c(NC(=O)CN2CCCCC2)sc(C)c1C	-4	-3	4	-7	-7	-1	26	1
O=C(NCCCn1ccnc1)c1cccc(S(=O)(=O)Nc2ccc(F)cc2)c1	-16	-13	-3	-2	-6	-5	2	5
O=C(Nc1cc(S(=O)(=O)N2CCOCC2)ccc1N1CCCCC1)c1ccccc1	6	-1	6	-4	1	4	7	12

Part of the list above, with each value named.
CC(C)(C)c1ccc(-n2nc(C(N)=O)c(O)cc2=O)cc1
  697 NFkB inh: -13 | SENP8 inh: -8 | Gli-Sufu antag: 48 | HKDC1 inhibitor: 10 | Jurkat NFkB inh: -38 | SENP7 block: -9 | Apaf-1 inh: 7 | UBC13 polyUb: -8

CCCCCC(=O)N1CCCC(c2nc(-c3ccc(OC)cc3)no2)C1 (centres undefined)
  697 NFkB inh: -23 | SENP8 inh: -1 | Gli-Sufu antag: 0 | HKDC1 inhibitor: 0 | Jurkat NFkB inh: -16 | SENP7 block: -1 | Apaf-1 inh: 19 | UBC13 polyUb: 8

COc1ccc2[nH]c(=O)c(CN(C(=O)c3cccnc3)c3ccc(C)cc3)cc2c1
  697 NFkB inh: 15 | SENP8 inh: 1 | Gli-Sufu antag: 83* | HKDC1 inhibitor: -4 | Jurkat NFkB inh: 8 | SENP7 block: 1 | Apaf-1 inh: 2 | UBC13 polyUb: -4

Ordered by value in SENP7 block (smallest number first): some entries from above
compound | SENP7 block
O=C(Nc1ccc(-n2nncc2-c2ccco2)cc1)c1ccc(F)cc1 | -11
Cc1ccc(NC(=S)N(CCN(C)C)Cc2cc3cccc(C)c3[nH]c2=O)cc1 | -3
CCCCCC(=O)N1CCCC(c2nc(-c3ccc(OC)cc3)no2)C1 (centres undefined) | -1
O=C(Nc1cc(S(=O)(=O)N2CCOCC2)ccc1N1CCCCC1)c1ccccc1 | 4

Source: PubChem (Sanford-Burnham Center for Chemical Genomics)
